# SIAE primary – human SIAE inhibitors, primary screen, biochemical, fluorescence polarization, FP-Rh probe, 1536-well HTS | Sialate O-acetylesterase (Homo sapiens), Q9HAT2 | SIAE FP-Rh probe binding | inhibition, % at 9.66 µM | 370,000 compounds, 0.69% hits;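 active = inhibition above a cutoff: mean of compounds within the control limits plus 3 SD of those, cut at about 17% in these data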;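 also: 0% = plate median of compound wells and 100% = probe without SIAE protein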
# ADAM10 inh – human ADAM10 inhibitors, primary screen, biochemical, QFRET, HTS. recombinant ADAM10, EDANS/DABCYL FRET peptide cleavage, 3 h. inhibition, % at 7 µM. 370,000 compounds, 0.62% hits;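 active = inhibition above a per-campaign cutoff equal to the mean of compounds falling between control-based bounds plus 3 SD, cut at about 20% in these data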;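 also: 0% = DMSO wells while the 100% control is not disclosed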
# Target sequence (O14672 214-748 limits assumed): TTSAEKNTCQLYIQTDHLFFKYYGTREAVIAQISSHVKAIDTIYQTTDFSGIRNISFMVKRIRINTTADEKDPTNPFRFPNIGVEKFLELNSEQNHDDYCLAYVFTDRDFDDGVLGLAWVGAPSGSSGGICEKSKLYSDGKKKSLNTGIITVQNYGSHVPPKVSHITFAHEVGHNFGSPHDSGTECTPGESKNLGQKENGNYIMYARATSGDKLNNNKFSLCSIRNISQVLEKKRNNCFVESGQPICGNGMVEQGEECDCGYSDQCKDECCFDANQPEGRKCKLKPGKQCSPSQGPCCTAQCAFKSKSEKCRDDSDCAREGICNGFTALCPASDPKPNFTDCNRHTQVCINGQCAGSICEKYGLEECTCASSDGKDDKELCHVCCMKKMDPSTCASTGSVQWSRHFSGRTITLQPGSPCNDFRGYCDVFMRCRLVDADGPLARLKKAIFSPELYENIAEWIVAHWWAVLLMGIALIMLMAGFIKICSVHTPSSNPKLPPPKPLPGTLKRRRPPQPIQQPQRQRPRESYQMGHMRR
# TDP2 inh – human TDP2 enzyme inhibitors, primary screen, biochemical, epi absorbance, recombinant enzyme | inhibition, % at 12.8 µM | 370,000 compounds, 0.34% hits | T5PNP hydrolysis, p-nitrophenol absorbance 415 nm | Tyrosyl-DNA phosphodiesterase 2 (Homo sapiens), O95551;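 active = inhibition above the mean of all tested compounds plus 3 SD, set per campaign, cut at about 25% in these data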;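 also: 0% = DMSO with enzyme and 100% = buffer with substrate but no TDP2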
#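 Evaluation: % inhibition relative to enzyme-containing and enzyme-free wells. Material: recombinant human TDP2. Benchmarks: enzyme-free and DMSO wells. Timing: enzyme reaction with compound for 2 h at 37 °C. Compound dosing: 12.8 µM only. Measured by: p-Nitrophenol epi absorbance. Reagent: T5PNP substrate at 5 mM, a TopII-DNA adduct mimic. Replication: single well per compound.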
# PLC-beta3 inh – human PLC-beta3 inhibitors, primary screen, biochemical, fluorescence | Purified PLC-beta3, fluorogenic substrate | inhibition, % at 12.2 µM | 370,000 compounds, 0.18% hits; in the data active = inhibition above about 11%;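 also: 0% = median of compound wells on plate and 100% = full blocker control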
# Tn7 DDE FP – inhibitors of Tn7 peptide binding to fibrin DD(E), primary screen, biochemical, fluorescence polarization, human fibrin, Tn7 probe; Fibrinogen beta chain (Homo sapiens), P02675; FP displacement of FITC-Tn7 peptide from fibrin DD(E); 0% = median of compound wells per plate; inhibition, % at 8.3 µM; 370,000 compounds, 0.13% hits;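 active = inhibition above the mean of compounds falling within the control limits plus 3 SD of them, cut at about 14% in these data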;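 also: 0% = plate median of compound wells and 100% = 10 µM Aha-Tn7 peptide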
#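 Measure: % inhibition scaled between sample-field median and high-control FP; Test system: human fibrin DD(E); Quantity: 2 µM final DD(E) protein; Doses: one dose, 8.3 µM nominal; Schedule: compound with protein 10 min, then 3 h after probe, room temperature; Detection: fluorescence polarization; Medium: Tris buffer with calcium and detergent, pH 7.8.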
# PLCg1 inh – PLC-gamma1 enzyme inhibitors, primary screen, biochemical, fluorescence, purified enzyme; fluorogenic substrate; 370,000 compounds, 0.84% hits; 1-phosphatidylinositol 4,5-bisphosphate phosphodiesterase gamma-1 (Homo sapiens), P19174; inhibition, % at 12.2 µM; in the data active = inhibition above about 9.5%
# ASAP1 inh – inhibitors of human ASAP1 ArfGAP activity, primary screen, biochemical, fluorescence polarization | Arf-GAP with SH3 domain, ANK repeat and PH domain-containing protein 1 (Homo sapiens), … | ASAP1-stimulated ARF1 GTP hydrolysis, GDP FP detection | inhibition, % at 16.5 µM | 360,000 compounds, 0.19% hits; in the data active = inhibition above about 25%;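 also: 0% = vehicle with enzyme and substrate and 100% = no enzyme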
# Target sequence (Q9ULH1 325-724 limits assumed): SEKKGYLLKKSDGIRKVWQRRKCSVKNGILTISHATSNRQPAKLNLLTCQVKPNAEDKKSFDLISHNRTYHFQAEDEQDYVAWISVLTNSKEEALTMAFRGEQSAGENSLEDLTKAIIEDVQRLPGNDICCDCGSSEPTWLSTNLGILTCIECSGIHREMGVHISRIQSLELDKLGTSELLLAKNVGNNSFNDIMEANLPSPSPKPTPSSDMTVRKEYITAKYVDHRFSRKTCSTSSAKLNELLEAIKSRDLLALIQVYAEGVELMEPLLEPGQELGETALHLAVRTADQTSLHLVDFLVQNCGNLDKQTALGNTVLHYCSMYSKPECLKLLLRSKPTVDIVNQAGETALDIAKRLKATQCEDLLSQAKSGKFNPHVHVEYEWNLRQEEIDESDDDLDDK
# Tn6 DDE FP – inhibitors of Tn6 peptide binding to fibrin DD(E), primary screen, biochemical, fluorescence polarization, human fibrin, Tn6 probe; Fibrinogen beta chain (Homo sapiens), P02675; Fibrin DD(E) TRITC-Tn6 fluorescence polarization displacement; inhibition, % at 8.3 µM; 370,000 compounds, 0.21% hits; AID 720509, 2013;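 active = inhibition above a per-campaign cutoff: mean of compounds within control limits plus 3 SD, cut at about 15% in these data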;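 also: 0% = median of all compound wells on the plate and 100% = blocking peptide control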
# ARFGAP1 inh – inhibitors of rat ARFGAP1 GAP activity, primary screen, biochemical, fluorescence polarization, GDP tracer; 360,000 compounds, 0.26% hits; Arfgap1-stimulated ARF1 GTP hydrolysis, GDP FP detection; AID 651572, 2012; inhibition, % at 16.5 µM; ADP-ribosylation factor GTPase-activating protein 1 (Rattus norvegicus), Q62848;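 active = inhibition above a per-plate limit, mean inhibition of low control wells plus 3 SD, cut at about 25% in these data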;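 also: 0% = DMSO wells with enzyme and 100% = wells lacking Arfgap1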
# Target sequence (Q62848 1-136 limits assumed): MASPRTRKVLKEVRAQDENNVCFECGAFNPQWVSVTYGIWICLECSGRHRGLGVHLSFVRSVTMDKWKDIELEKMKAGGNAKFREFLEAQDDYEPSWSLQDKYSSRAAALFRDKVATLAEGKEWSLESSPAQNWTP
#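 Material: truncated rat Arfgap1 GAP domain; Incubation: compound-enzyme preincubation 20 min, reaction 120 min, detection 60 min, 25 °C; Read-out: percent inhibition of Arfgap1-stimulated GTP hydrolysis; Technique: FP, GDP Alexa 633 tracer displaced from anti-GDP antibody, 620/688 nm; Controls: No-Arfgap1 wells (100%) versus DMSO full-reaction wells (0%); Replication: single well per compound.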
# ADAM17 inh – ADAM17 inhibitors, primary screen, biochemical, QFRET; recombinant ADAM17, EDANS/DABCYL FRET peptide cleavage; AID 720648, 2013; 370,000 compounds, 0.83% hits; Disintegrin and metalloproteinase domain-containing protein 17 (Homo sapiens), P78536; inhibition, % at 6.95 µM;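 active = inhibition above the mean of compounds lying between control limits plus 3 SD, set per campaign, cut at about 8.5% in these data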;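 also: 0% = DMSO-only wells as the low control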
# Numbers without * were called inactive; i = inactive; / = no result given.
SMILES,SIAE primary,ADAM10 inh,TDP2 inh,PLC-beta3 inh,Tn7 DDE FP,PLCg1 inh,ASAP1 inh,Tn6 DDE FP,ARFGAP1 inh,ADAM17 inh
CC(C)(C)c1ccc(OCCC(=O)NCC(c2cccs2)N2CCOCC2)cc1 (stereo not drawn),2,0,10,-7,9,-1,-7,13,-7,3
O=C(c1ccc2n[nH]nc2c1)N1CCN(c2ccc(C(F)(F)F)cn2)CC1,-3,-3,-14,-9,-4,-3,-1,3,-24,-2
CN(C)c1ccc(CNc2nc3ccccc3n2C)cc1,15,6,-5,5,-1,2,0,-5,5,0
O=C(O)c1ccc(N2C(=O)/C(=C/C=C/c3ccccc3)SC2=S)cc1,4,1,10,-5,7,-7,6,-5,2,-1
C=CCc1c(C)nc2c(C)cccc2c1SC(=N)N,1,-4,-9,-6,-6,1,15,1,13,-3
O=C(NCc1ccccc1)[C@H]1CCCN1C(=O)[C@H]1CCCN1C(=O)c1ccc(Cl)cc1,2,-14,1,-1,1,1,6,-7,1,-3
CCNS(=O)(=O)c1ccc(NC(=S)NCc2ccco2)cc1,-17,-6,-1,1,6,-2,-4,1,-6,-3
CC(C)CC(NC=C1C(=O)OC(C)(C)OC1=O)C(=O)O (stereo not drawn),-4,7,-4,4,-2,1,4,1,8,-1
O=C(COC(=O)/C=C/c1ccc(Cl)cc1)NCc1cccs1,8,2,0,-2,-4,-4,14,-5,0,-2
CN(Cc1cccc2cnccc12)C(=O)c1cc(COc2ccc(F)cc2Cl)on1,-9,8,-8,-7,-8,-2,-7,7,6,2
Cc1nn(Cc2ccc(Cl)cc2)c(C)c1NC(=O)c1c(-c2ccccc2)noc1C,0,3,12,0,-7,-1,6,2,8,2
COc1ccc(C)cc1NC(=O)CN1CCN(CC(=O)Nc2ccccc2F)CC1,3,-6,2,1,3,0,8,5,14,0

# 12 entries from above, with tabs:
structure	SIAE primary	ADAM10 inh	TDP2 inh	PLC-beta3 inh	Tn7 DDE FP	PLCg1 inh	ASAP1 inh	Tn6 DDE FP	ARFGAP1 inh	ADAM17 inh
CC(C)(C)c1ccc(OCCC(=O)NCC(c2cccs2)N2CCOCC2)cc1 (stereo not drawn)	2	0	10	-7	9	-1	-7	13	-7	3
O=C(c1ccc2n[nH]nc2c1)N1CCN(c2ccc(C(F)(F)F)cn2)CC1	-3	-3	-14	-9	-4	-3	-1	3	-24	-2
CN(C)c1ccc(CNc2nc3ccccc3n2C)cc1	15	6	-5	5	-1	2	0	-5	5	0
O=C(O)c1ccc(N2C(=O)/C(=C/C=C/c3ccccc3)SC2=S)cc1	4	1	10	-5	7	-7	6	-5	2	-1
C=CCc1c(C)nc2c(C)cccc2c1SC(=N)N	1	-4	-9	-6	-6	1	15	1	13	-3
O=C(NCc1ccccc1)[C@H]1CCCN1C(=O)[C@H]1CCCN1C(=O)c1ccc(Cl)cc1	2	-14	1	-1	1	1	6	-7	1	-3
CCNS(=O)(=O)c1ccc(NC(=S)NCc2ccco2)cc1	-17	-6	-1	1	6	-2	-4	1	-6	-3
CC(C)CC(NC=C1C(=O)OC(C)(C)OC1=O)C(=O)O (stereo not drawn)	-4	7	-4	4	-2	1	4	1	8	-1
O=C(COC(=O)/C=C/c1ccc(Cl)cc1)NCc1cccs1	8	2	0	-2	-4	-4	14	-5	0	-2
CN(Cc1cccc2cnccc12)C(=O)c1cc(COc2ccc(F)cc2Cl)on1	-9	8	-8	-7	-8	-2	-7	7	6	2
Cc1nn(Cc2ccc(Cl)cc2)c(C)c1NC(=O)c1c(-c2ccccc2)noc1C	0	3	12	0	-7	-1	6	2	8	2
COc1ccc(C)cc1NC(=O)CN1CCN(CC(=O)Nc2ccccc2F)CC1	3	-6	2	1	3	0	8	5	14	0

# The results go on.
SMILES,SIAE primary,ADAM10 inh,TDP2 inh,PLC-beta3 inh,Tn7 DDE FP,PLCg1 inh,ASAP1 inh,Tn6 DDE FP,ARFGAP1 inh,ADAM17 inh
Cc1ccc(-c2nc3sc4c(c3c(=O)n2N)CCCC4)cc1,-4,3,6,-34,8,-20,2,4,-2,-4
Cc1cccc(NS(=O)(=O)c2ccc3c(c2)NC(=O)CC(=O)N3)c1,-2,-5,-3,-5,6,-1,-3,3,1,-1
Cc1c[nH]c2cccc(-c3ccc4c(c3)OCO4)c12,8,-27,6,-8,-2,-7,/,-2,/,-6
CCCCCN(C(=O)CCC(=O)OCCOc1ccccc1Cl)c1c(N)n(CCCC)c(=O)[nH]c1=O,-1,-18,-2,-6,-1,1,8,2,2,1
CCCCc1nc(SCC(=O)N2CCCC2)c2c(=O)n(C)c(=O)n(C)c2n1,-4,-12,3,-7,-2,0,1,3,3,-1
Cc1ccc(CNC(=O)Cn2cccc2C(=O)c2ccccc2)cc1,-5,0,-7,3,1,12*,1,1,-14,0
COc1ccc(CN(C)C[C@@H]2OCc3cnnn3CCCC(=O)N([C@@H](C)CO)C[C@H]2C)cc1,10,-11,9,0,2,4,-4,2,-5,-5
CSc1nc2cc(S(=O)(=O)N3CCCCC3)ccc2s1,-5,0,0,-6,2,-1,11,-4,-3,-4
O=C(NCCCN1CCOCC1)c1cc(C(=O)C2CC2)c[nH]1,4,0,-12,2,0,-1,-2,-3,1,0
N#CCCN(Cc1cccnc1)C(=O)Nc1cccc(Cl)c1,-4,-6,3,0,9,-2,0,4,-8,-2
C=CCn1c(CNS(=O)(=O)c2ccc(F)cc2)n[nH]c1=S,7,-6,-13,-8,0,2,-14,-1,11,-4
Nc1nc(NC(=O)Cc2ccccc2)nn1-c1ccccc1,-6,1,-5,0,2,-2,9,10,-11,-4
COc1ccc(NC(=O)CC2SC(=Nc3ccccc3)NC2=O)c(OC)c1 (stereo not drawn),-7,-5,1,0,5,0,13,4,-7,-2
CCOc1ccc(OCC)c(NC(=O)CSCCc2ccccn2)c1,-4,3,-10,-4,-7,1,7,0,8,-2
COc1cccc(CCc2nnc(CCC(=O)NCCc3cccc(C)n3)o2)c1,4,-6,-12,-3,-2,0,9,2,-8,1
Cc1cccc(C)c1-n1nnnc1C1(C)CCC(=O)N1C1CC1 (stereo not drawn),3,-14,3,0,1,0,-14,-2,13,-1
CCN(CC(=O)NCc1cccs1)C(=O)CCCOc1ccccc1,4,-10,-4,-7,-5,-5,8,2,2,-2
COc1ccc2nc3ccccc3[n+]([O-])c2c1,0,i,1,i,8,i,2,2,4,-140
COc1ccc(CNC(=O)C2CCCN2C(=O)NC2CCCCC2)cc1 (stereo not drawn),-5,-4,-6,-2,3,-3,-6,-7,-6,-7
Cc1noc(C)c1S(=O)(=O)Nc1ccccc1N1CCOCC1,-3,-1,2,-6,7,1,-11,-2,-2,-6
CCn1c(C)nc2cc(C(=O)OCCC(F)(F)F)ccc21,0,-2,0,1,-8,-2,0,5,-4,-6
COCCn1c(C)cc(/C=C2\NC(=S)N(C)C2=O)c1C,2,-16,-5,-21,0,-15,5,-1,5,-6
C[C@@H]1O[C@@H](O[C@H]2[C@H](O[C@H]3C[C@]4(C)C(C[C@@H](O)C5C([C@]6(C)CC[C@@H](C(C)(C)O)O6)CC[C@]54C)[C@@]4(C)CC[C@H](O)C(C)(C)C34)O[C@H](CO)[C@@H](O)[C@@H]2O)[C@H](O)[C@H](O)[C@H]1O (stereo partly drawn),-1,-6,6,0,-1,-1,-15,1,-15,-1
CC(C)CCN=Cc1c(O)n(-c2ccccc2)c(=O)c2ccccc12,1,-16,-2,-4,-1,-3,-2,-1,12,-6
COc1cc(NC(=O)C2CC(=O)N(Cc3ccco3)C2)c(OC)cc1Cl (stereo not drawn),-2,-4,11,-7,1,-1,4,-4,-2,-1
O=C(Nc1cccc(-c2cn3c(n2)SCC3)c1)c1ccc(Br)o1,-4,4,-9,-2,-1,4,0,-6,5,0
C[C@H]1[C@@H](c2ccccc2)Oc2ccc(Cl)cc2S(=O)(=O)N1Cc1cccc(Cl)c1,-7,-2,0,3,1,1,5,2,-10,-1
Cn1nc(-c2ccccc2)c(CSc2ccccc2Cl)c1Cl,4,7,7,-5,9,0,-3,6,2,-3
CCOC(=O)C1CCN(Cc2ccc(F)cc2)CC1,1,-5,7,-1,6,0,-6,-1,12,-4
COC(=O)CN(c1cc([N+](=O)[O-])ccc1OC)S(C)(=O)=O,-1,-5,5,2,0,2,-16,-10,-1,-2
COc1cc(CNCCc2ccccc2)ccc1OCC(=O)NC(C)(C)C,-3,9,-1,2,-1,5,9,6,-13,2
O=S(=O)(Nc1cccc(-c2ccc3nncn3n2)c1)c1cccs1,0,6,-4,-1,9,-2,3,-1,-4,-1
Cn1c(NC(=O)/C=C\c2ccccc2)cc(=O)n(C)c1=O,-5,4,-12,2,9,3,2,-3,9,1
O=C1NC(=O)C(=Cc2ccco2)S1,-7,-44,1,-86,-5,-65,10,2,3,-9
CCCn1c(SCC(=O)NCc2ccc(F)cc2)n[nH]c1=O,5,0,-1,3,0,-3,-8,6,-20,1
COc1ccccc1-n1c(C)nc2cc(C(=O)NCc3ccc4c(c3)OCO4)ccc21,-11,0,2,-5,5,-3,-5,-2,0,0
Cc1ccc(C(C)NC(=O)c2cc(C)oc2C)cc1 (stereo not drawn),-4,0,16,-1,10,0,-11,2,0,-5
O=C(c1cnccn1)N1CCCC(N2CCN(c3cccc(Cl)c3)CC2)C1 (stereo not drawn),3,-5,10,-9,3,1,1,1,0,-4

# Screens deposited in PubChem by The Scripps Research Institute Molecular Screening Center.
